# Screening results: PubChem BioAssay, National Center for Advancing Translational Sciences (NCATS)
# Vif-A3F inh = Vif-A3F binding inhibition. HeLa A3F-eYFP + Vif (tagged APOBEC3F with the HIV-1 protein that degrades it), YFP fluorescence increase. Potency, µM (series often up to 46.1 µM), without a hit: at the highest dose activity, negative = active. actives 0.2% (n = 390,000). AID 602313; note: potency is the fitted concentration of half-maximal effect; % of control where 0% means no effect; nearly all actives have a fitted effect of over 65% in size
#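 HeLa cells stably expressing Vif plus C-terminally eYFP-tagged A3F were seeded, incubated overnight at 37 deg C, dosed with compound, incubated overnight again at 37 deg C. Yellow fluorescence (Ex 488/Em 500-530) reported blocked Vif-mediated A3F-eYFP degradation.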
# TrxR1 inh = blocks rat thioredoxin reductase 1; O89049; recombinant rTrxR1, NADPH fluorescence consumption, selenite substrate; Potency, µM (highest dose often 114 µM), for the others: at the highest dose activity change, negative = inhibition, most hits filed as inhibitors; actives 1% (n = 390,000); AID 588453; note: potency is the fitted concentration of half-maximal effect; % is set by controls: 0 for no effect and ±100 for the full control effect; nearly all actives have a fitted effect of over 65% in size
#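 Rat TrxR1 (90 nM in the dispensed reagent) was pre-reduced with 400 uM NADPH for 5 min at room temperature, then incubated with compound for 15 min. After 400 uM selenite was added, NADPH fluorescence (Ex 340/Em 450 nm) was followed for 8 min.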
# Vif-A3G inh = inhibitors of Vif-APOBEC3G interaction. actives 0.076% (n = 410,000). HeLa A3G-eYFP + Vif (tagged APOBEC3G with the HIV-1 protein that degrades it), YFP fluorescence, overnight. Potency, µM (series often up to 46.1 µM), for the others: top-dose activity, negative = active, hits mostly inhibitors. Q9HC16. AID 602310;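 note: potency is the fitted concentration of half-maximal effect; % is set by controls: 0 for no effect and ±100 for the full control effect; nearly all actives have a fitted effect of over 60% in size; hits raise eYFP signal because A3G escapes Vif-driven loss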
# Target sequence (Q9HC16 whole entry, looked up): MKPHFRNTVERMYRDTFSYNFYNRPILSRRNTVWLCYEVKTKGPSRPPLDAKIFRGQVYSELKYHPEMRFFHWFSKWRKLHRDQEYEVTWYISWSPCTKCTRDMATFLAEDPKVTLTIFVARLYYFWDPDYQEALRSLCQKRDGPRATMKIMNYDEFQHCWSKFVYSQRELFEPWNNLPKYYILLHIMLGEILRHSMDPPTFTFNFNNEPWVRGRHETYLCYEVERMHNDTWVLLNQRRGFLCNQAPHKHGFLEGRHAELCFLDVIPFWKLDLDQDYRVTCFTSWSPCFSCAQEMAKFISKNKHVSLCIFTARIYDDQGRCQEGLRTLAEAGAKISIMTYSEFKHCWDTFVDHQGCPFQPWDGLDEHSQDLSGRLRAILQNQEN
#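 HeLa cells stably expressing Vif and C-terminally eYFP-tagged A3G, seeded overnight at 37 deg C, then exposed to compound by pintool overnight at 37 deg C. Rise in yellow fluorescence (Ex 488/Em 500-530, Acumen) marks blocked Vif-driven A3G degradation.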
# TrxR1 substrate = is turned over as a substrate by rat TrxR1; purified TrxR1 substrate turnover, NADPH consumption readout; Potency, µM (doses to about 114 µM), without a hit: top-dose activity change, negative = substrate turnover; actives 0.01% (n = 390,000); AID 588456; note: potency is the fitted concentration of half-maximal effect; % is set by controls: 0 for no effect and ±100 for the full control effect; nearly all actives have a fitted effect of over 50% in size
#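 Rat TrxR1, dispensed at 90 nM, was prereduced with 400 uM NADPH (final) for 5 min at ~22 deg C, then incubated with compound 15 min before 400 uM selenite. A first-read NADPH fluorescence drop versus no-compound background flagged substrates.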
# mIDH1 inhibitor = inhibitors of human mutant IDH1 R132H; actives 0.093% (n = 390,000); AID 602179; Potency, µM (titrated, usually from 76.6 µM), for inactives: at the top dose activity change, negative = inhibition, most hits filed as inhibitors; O75874; IDH1-R132H enzyme, NADPH consumption, diaphorase/resazurin fluorescence; note: potency is the fitted concentration of half-maximal effect; % is set by controls: 0 for no effect and ±100 for the full control effect; nearly all actives have a fitted effect of over 65% in size
# Target sequence (O75874 whole entry R132H, stated change not applied): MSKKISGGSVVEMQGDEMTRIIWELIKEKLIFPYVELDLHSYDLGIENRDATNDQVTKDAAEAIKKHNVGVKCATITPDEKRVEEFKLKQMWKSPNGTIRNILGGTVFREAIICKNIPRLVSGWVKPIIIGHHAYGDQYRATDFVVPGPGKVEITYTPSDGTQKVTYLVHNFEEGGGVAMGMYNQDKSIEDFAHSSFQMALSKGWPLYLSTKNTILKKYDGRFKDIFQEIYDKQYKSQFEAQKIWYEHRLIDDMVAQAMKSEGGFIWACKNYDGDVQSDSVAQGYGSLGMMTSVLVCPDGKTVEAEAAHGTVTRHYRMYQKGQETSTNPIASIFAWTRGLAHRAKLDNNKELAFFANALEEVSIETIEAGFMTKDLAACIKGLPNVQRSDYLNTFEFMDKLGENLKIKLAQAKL
#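 IDH1-R132H (0.5 ug/mL) preincubated 30 min with compound, then NADPH (0.016 mM) and alpha-KG (2 mM) added; 80 min at RT, pH 7.5. Remaining NADPH coupled via diaphorase/resazurin to fluorescence (540/590 nm); concentration-response curves normalized to no-enzyme control.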
# LDHA block = inhibitors of human lactate dehydrogenase A; P00338; purified LDHA, NADH/diaphorase-resazurin fluorescence; hits give low values; activity change, % (values are at about 110 or 230 µM); actives 0.15% (n = 480,000); in the data active = activity change below about -30%; inconclusive = mostly about -25% to -30%;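 note: plate controls were DMSO wells for no effect and wells without enzyme for full effect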
#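 Enzyme activity of human lactate dehydrogenase 5 (2 nM; 0.06 mM NADH, 0.2 mM pyruvate, 5 min, RT) is measured via a resazurin/diaphorase fluorescence readout of residual NADH.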
# RGS4 inh = blocks human RGS4-accelerated GTP hydrolysis; Transcreener GDP fluorescence polarization, RGS4-accelerated GTP hydrolysis; AID 504845; Potency, µM (top dose mostly 114 µM), inactives show at the highest dose activity change, negative = inhibition, hits mostly inhibitors; actives 0.039% (n = 390,000); P49798; note: potency is the fitted concentration of half-maximal effect; % is set by controls: 0 for no effect and ±100 for the full control effect; nearly all actives have a fitted effect of over 75% in size; some results filed as inactive show a strong effect at the top dose
# Target sequence (P49798 whole entry, looked up): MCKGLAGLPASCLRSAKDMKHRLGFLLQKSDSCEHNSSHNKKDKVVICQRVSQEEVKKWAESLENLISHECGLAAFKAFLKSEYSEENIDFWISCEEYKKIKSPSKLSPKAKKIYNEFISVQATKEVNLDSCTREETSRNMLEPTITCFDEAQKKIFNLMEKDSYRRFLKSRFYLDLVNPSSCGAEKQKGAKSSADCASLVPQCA
#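 MLSMR compounds (23 nl, pin-transferred) preincubated 10 min at room temperature with a 500nM (2x) first reagent, then RGS4 at 900nM (2x) plus Transcreener GDP mix added; fluorescence polarization (620/688 nm) read before and after 90 min at 30 °C.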
# USP1 inh = inhibitors of human USP1/UAF1 deubiquitinase | AID 743255 | actives 0.23% (n = 390,000) | Potency, µM (series often up to 57.1 µM), inactives show top-dose activity change, negative = inhibition, hits mostly inhibitors | O94782 | recombinant USP1/UAF1, Ub-Rhodamine cleavage fluorescence; note: potency is the fitted concentration of half-maximal effect; % is set by controls: 0 for no effect and ±100 for the full control effect; nearly all actives have a fitted effect of over 60% in size; inactives centre near -12
#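 USP1/UAF1 complex (1 nM) preincubated 15 min at room temperature with compound, then Ub-Rho substrate (150 nM final) added. Kinetic fluorescence at 480/540 nm over 6 reads at 60 s intervals; 50 mM HEPES pH 7.8, 0.5 mM EDTA, 0.1 mg/ml BSA, 1 mM TCEP, 0.01% Tween-20.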
# Glioma ERSR ind = inducers of ER stress response in human glioma cells; U87-MG GRP78 promoter luciferase reporter, 16 h; Potency, µM, for the others: at the highest dose activation, usual class: activators; actives 0.02% (n = 420,000); AID 602332; note: potency is the fitted concentration of half-maximal effect; series mostly up to about 76 µM; % of control where 0% means no effect; nearly all actives have a fitted effect of over 35% in size
#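 Stably transfected U87-MG glioma cells carrying a GRP78-based luciferase sensor; 16 h compound incubation. Luminescence end-point read 10 min after Bright-Glo addition at room temperature.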
# Starred values were filed as active, the others as inactive; ? = inconclusive; . = not tested or not shown; [ ] = dose if it differs, or a comment. Unless noted, calls come from the whole dose curve; as a rule, active = well fitted curve in the direction sought with a large enough effect; inconclusive = small, poorly fitted or top-dose-only effect, or another doubt; inactive = no such curve, though single readings can be large; an effect the other way counts as inactive or inconclusive.
no. | structure | Vif-A3F inh | TrxR1 inh | Vif-A3G inh | TrxR1 substrate | mIDH1 inhibitor | LDHA block | RGS4 inh | USP1 inh | Glioma ERSR ind
1 | O=C(OCn1ncc(Br)c(Br)c1=O)c1ccc(F)cc1 | 10% | 1.8µM* | -15% | 13% | -5% | -4 | ? | ? | -14%
2 | Cc1ccc(S(=O)(=O)N2CCC(=O)N(CCOCc3ccccc3)CC2)cc1 | 5% | 17%[57.1 µM] | -2% | -13% | -1% | -2 | 18% | ? | -8%
3 | CCOc1cc(Br)c(CC(=O)NC2CCCCCC2)cc1OCC | 11% | 11% | 1% | -2% | 2% | -4 | 6% | -18% | -3%
4 | CNC(=O)CS(=O)CC(=O)Nc1cc(OCCOC)c(Cl)cc1Cl (stereo unspecified) | -5% | 3%[57.1 µM] | -6% | 2%[57.1 µM] | -1% | -9 | -2% | -5% | -1%
5 | CN(C)/C=C(\C=O)c1cccc(Cl)c1 | -7% | 3%[57.1 µM] | 1% | 8%[57.1 µM] | 23% | -6 | -16% | -16% | -6%
6 | Cc1nc(C(=O)Nc2ccc(Cl)cc2Cl)nn1-c1cc(OC(C)C)c(Cl)cc1Cl | -1% | 19%[57.1 µM] | -3% | 12% | -2% | -5 | 28% | -14% | -6%
7 | CC(C)Cc1nc2oc3c(N4CCN(CCO)CC4)ncnc3c2c2c1CCCC2 | 5% | 5%[57.1 µM] | -1% | 17%[57.1 µM] | 15% | -1 | ? | -16% | -4%
8 | COc1ccc(NC(=O)c2cc(C3CC3)nc3c2cnn3C(C)C)cc1OC | 3% | 11% | -5% | -7% | -2% | 1 | 24% | -6% | -2%
9 | O=C(c1ccccc1)c1nccn1-c1ccc(Cl)nn1 | -4% | 13%[57.1 µM] | -4% | 4%[57.1 µM] | 8% | -7 | -10%[56.9 µM] | -5% | 4%
10 | Cn1nccc1/C=C(/C#N)S(=O)(=O)c1ccccc1 | -15% | ? | 0% | -12% | 7% | 6 | -93%[56.9 µM] | -13% | -5%
11 | CCOc1ccccc1NC(=O)CSc1nc2[nH]ncc2c(=O)[nH]1 | 3% | 0%[57.1 µM] | 4% | 0%[57.1 µM] | -4% | -11 | -7% | -16% | -3%
12 | O=C(NCC1CCCO1)c1ccc(NS(=O)(=O)c2ccccc2)cc1 (stereo unspecified) | -15% | -3% | -1% | -6% | -5% | -2 | 4% | -3% | -2%
13 | O=c1cc(N2CCCCC2)c(-c2ccccc2)nn1Cc1ccc(Cl)cc1 | 8% | -5% | -7% | 8%[57.1 µM] | -4% | -7 | 5% | -22% | -3%
14 | COc1ccc(N2CCN(C(=O)C3(C)CC3(Cl)Cl)CC2)cc1 (stereo unspecified) | 7% | -7% | -6% | -1% | 7% | 3 | -24% | -12% | -1%
15 | Cc1c(O)nc(SCC(=O)Nc2nccs2)n(-c2ccccc2F)c1=O | 4% | 1% | 0% | 2% | -1% | -4 | -13% | 0% | 2%
16 | O=C(CNC(=S)N(Cc1ccccc1)Cc1ccccc1F)NCc1ccccc1 | 12% | 8%[57.1 µM] | 5% | 0%[57.1 µM] | 2% | 5 | -40% | -9% | -5%
17 | Cc1ccc(SCC(=O)NCC2CCCO2)cc1 (stereo unspecified) | 2% | 28% | 0% | 5% | 6% | -3 | -3% | -13% | 0%
18 | Cc1ccc(NC(=S)Nc2nc(CC(=O)Nc3ccccc3)cs2)cc1 | 3% | 10% | -4% | 6% | 0% | -6 | -44% | -13% | 1%
19 | Cc1ccc2c(c1)N(C(=O)CCC(=O)Nc1ccc(F)cc1F)CC(C)O2 (stereo unspecified) | -9% | 5% | 2% | 7% | 4% | -4 | 16% | -10% | -4%
20 | O=S(=O)(/N=C(/Nc1cccnc1)c1ccccc1)c1ccc(F)cc1F | 0% | 10% | -7% | -2% | -1% | -11 | 19% | -4% | -2%
21 | COc1ccc(C2CC(=O)C(C=NCCCO)=C(O)C2)cc1 (stereo unspecified) | 14% | 8% | -10% | 3% | 18% | 4 | -16% | -23% | 6%
22 | Cc1nnc2ccc(-c3cccc(NC(=O)c4ccc(Cl)nc4)c3)nn12 | -2% | 29% | 0% | 10% | -7% | -2 | 1% | -6% | -1%
23 | O=C(CCCc1ccccc1)c1ccccc1 | 4% | 16%[57.1 µM] | -3% | 7%[57.1 µM] | 7% | -5 | 4% | -14% | 4%
24 | O=C(CS(=O)(=O)c1cn(CC(=O)N2CCOCC2)c2ccccc12)Nc1ccccc1F | 8% | 0% | -7% | -2% | -2% | -4 | -4% | -11% | -5%
25 | CN(C)CCCN(C(=O)CCc1ccccc1)c1nc2c(F)cccc2s1 | 1% | 1% | 0% | -1% | 4% | 3 | 4% | -8% | -7%
26 | c1cnc(NCCNc2ncccn2)nc1 | -5% | -4% | 0% | 0% | 9% | 0 | -29% | -6% | 2%
27 | Cc1ccc(SCC(=O)c2ccc(CC(=O)O)s2)cc1 | 0% | 1%[57.1 µM] | -4% | -2%[57.1 µM] | -3% | 2 | -3% | -1% | -2%
28 | O=C(c1ccc(CS(=O)c2ccccc2Cl)o1)N1CCN(C2CCCCC2)CC1 (stereo unspecified) | -7% | . | -25% | . | 10% | 0 | . | -23% | -6%
29 | CCN(c1ccccc1)S(=O)(=O)c1ccc(C(=O)N2CCOCC2)cc1 | 2% | -2% | 1% | -3% | 0% | -4 | 19% | -20% | -3%
30 | CSc1ccc(/C=C(\C(=O)O)c2ccc(S(=O)(=O)N3CCCC3)s2)cc1 | 3% | -25% | -3% | -4% | -20% | -1 | -13% | -16% | 0%
31 | O=C(NCc1ccc(F)cc1)c1ccc(CNc2c(N3CCOCC3)c(=O)c2=O)cc1 | 3% | -12% | 2% | -3% | 5% | -2 | -2% | -18% | -2%
32 | CCN(CC(=O)Nc1ccc(NC(C)=O)cc1)C(=O)COc1ccc(C(=O)c2ccccc2)cc1 | 0% | -2% | 3% | -4% | -5% | -10 | -17% | -7% | -5%
33 | Cc1ccccc1S(=O)(=O)N(C)C[C@@H]1OCc2cnnn2CCCC(=O)N([C@H](C)CO)C[C@H]1C | 4% | . | -9% | . | 19% | -3 | . | -20% | -6%
34 | Cc1[nH][nH]c(=O)c1C(c1c(C)[nH][nH]c1=O)c1cn(Cc2cccc3ccccc23)c2ccccc12 | ? | -37% | ? | -64% | -17% | 26 | -65%[11.4 µM] | 14µM* | -8%
35 | COc1ccc(C2CC(=O)c3sc(N)nc3C2)cc1 (stereo unspecified) | -1% | -9% | -2% | -8% | 3% | -6 | ? | -8% | 2%
36 | O=C(CSCc1cc(=O)[nH][nH]1)Nc1ccc(F)cc1 | -1% | 26%[57.1 µM] | 0% | 12%[57.1 µM] | 6% | -7 | -22% | -21% | -1%
37 | Cc1cc(C)c2nc(NNC(=O)c3ccc(S(=O)(=O)N4CCc5ccccc5C4)cc3)sc2c1 | -22% | 12%[57.1 µM] | -16% | -1%[57.1 µM] | -8% | -8 | -9% | -14% | -7%
38 | Cn1nc(C(=O)Nc2ccc(F)c(Cl)c2)c2c1-c1ccccc1S(=O)(=O)C2 | 5% | 22%[11.4 µM] | -1% | 13%[11.4 µM] | -11% | -4 | 0% | -15% | -5%
39 | O=C1CC(NS(=O)(=O)c2cc(F)ccc2F)CN1c1cccc(F)c1 (stereo unspecified) | 0% | 4%[57.1 µM] | -1% | 3%[57.1 µM] | 13% | -5 | 11% | -10% | -8%
40 | O=C(Nc1ccc2c(c1)CCC2)c1cc2ccccc2o1 | -1% | -6% | -4% | -4% | 21% | -5 | 11% | -4% | 0%
41 | CC(=O)Nc1nc2c(ccc3ccccc32)s1 | 0% | 29% | 1% | 1% | -8% | -9 | -10% | -13% | 4%
42 | CC(C)Cc1nc2oc3c(Cl)ncnc3c2c2c1CCCC2 | -13% | 13%[57.1 µM] | -1% | -4% | -4% | -4 | 3% | 1% | -3%
43 | O=C(NCCc1nc2ccccc2[nH]1)/C(=C/c1ccc(F)cc1)NC(=O)c1ccco1 | -2% | -11% | 0% | -8% | 7% | -4 | 31% | 4% | -4%

# Quoted from above: compounds 40–43
no. | structure | Vif-A3F inh | TrxR1 inh | Vif-A3G inh | TrxR1 substrate | mIDH1 inhibitor | LDHA block | RGS4 inh | USP1 inh | Glioma ERSR ind
40 | O=C(Nc1ccc2c(c1)CCC2)c1cc2ccccc2o1 | -1% | -6% | -4% | -4% | 21% | -5 | 11% | -4% | 0%
41 | CC(=O)Nc1nc2c(ccc3ccccc32)s1 | 0% | 29% | 1% | 1% | -8% | -9 | -10% | -13% | 4%
42 | CC(C)Cc1nc2oc3c(Cl)ncnc3c2c2c1CCCC2 | -13% | 13%[57.1 µM] | -1% | -4% | -4% | -4 | 3% | 1% | -3%
43 | O=C(NCCc1nc2ccccc2[nH]1)/C(=C/c1ccc(F)cc1)NC(=O)c1ccco1 | -2% | -11% | 0% | -8% | 7% | -4 | 31% | 4% | -4%

# The list is partial; the hit share may differ from the screen's.
